Compound activity deposited in PubChem BioAssay by several laboratories.
Avidin fluor = green autofluorescence of compounds with avidin beads – biophysical, 488/530 nm, flow cytometry, artefact control, profiling panel; compound fluorescence 488/530 nm; stronger effect = higher value; fluorescence (KMESF) at 10 µM; 0.38% of 220,000 active; AID 1775, 2009; in the data active = fluorescence above about 47; also: inactives centre near 10
Rab2A wt mod = modulators of GTP binding to Rab2A wildtype, primary screen, biochemical, dog, bead-based flow cytometry, multiplex; Ras-related protein Rab-2A (Canis lupus familiaris), P61105; GST-Rab2 wt beads, Bodipy-GTP binding; GTP binding activity, % at 10 µM; 0.19% of 190,000 active;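 active = GTP binding activity at least 20 points away from 100%, either lowered or raised; inconclusive = signal likely due to the compound's own green fluorescence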;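 also: 0% = beads with excess unlabeled GTP and 100% = no-compound control corrected for plate trend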
Rac1 mut GTP = GTP binding modulators of activated mutant Rac1, primary screen, biochemical, bead-based flow cytometry, multiplex, fluorescent GTP; percent activity (GTP binding), % at 10 µM; 0.11% of 190,000 active; Ras-related C3 botulinum toxin substrate 1 (Homo sapiens), P63000; GST-Rac1 activated beads; actives lie on both sides; 100% means binding = to untreated wells;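 active = GTP binding at least 20 percentage points away from the 100% baseline, in either direction, so actives lie on both sides; inconclusive = Compound likely fluorescent itself, or too few beads counted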
GSH bead fluor = compound fluorescence on glutathione beads, profiling panel, artefact control, biophysical, 488/530 nm, flow cytometry. AID 1776, 2009. fluorescence (KMESF) at 10 µM. GSH beads flow cytometry, compound fluorescence 488/530 nm; stronger effect = higher value. 0.25% of 190,000 active; in the data active = fluorescence above about 89;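 also: glutathione beads carrying GST-tagged Bcl family fusion proteins plus one bare bead set; values are compound well signal with DMSO vehicle wells as background; inactives centre near 16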
Rab7 wt modul = modulators of GTP binding to Rab7, primary screen, biochemical, wildtype, multiplex bead flow cytometry; Rab7 GTPase wild type (dog), Bodipy-FL-GTP binding; GST-Rab7 beads, fluorescent GTP binding; actives lie on both sides; untreated = 100%, excess cold GTP = 0%; GTP binding activity (percent of control), % at 10 µM; 0.055% of 190,000 active;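 active = fluorescent GTP binding to Rab7 beads changed by at least 20 points from the 100% baseline, either direction, mostly lower; inconclusive = compound itself probably fluorescent, or too few beads counted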;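 also: median green fluorescence of bound Bodipy-FL-GTP per Rab7 bead population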
Pf gamet viab = late stage P. falciparum gametocyte viability inhibitors, primary screen, ATP luminescence, HTS; P. falciparum stage V gametocytes, 24 h; inhibition, % at 10.9 µM; 0.065% of 150,000 active; AID 743093, 2013;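 active = inhibition above the mean plus 3 SD of compounds within the control limits, set per campaign, cut at about 38% in these data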;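 also: 0% = DMSO wells and 100% = medium only without gametocytes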
Mcl1 Noxa PPI = Mcl-1/Noxa binding inhibitors, primary screen, biochemical, TR-FRET, 1536-well; Induced myeloid leukemia cell differentiation protein Mcl-1 (Homo sapiens), Q07820; TR-FRET Mcl-1/Noxa peptide binding, 2 h; inhibition, % at 21.7 µM; 1.5% of 220,000 active;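 active = compounds that cut the protein-peptide binding signal by more than 50% relative to plate controls in a single-dose test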;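 also: His-tagged Mcl-1 with rhodamine Noxa BH3 peptide and terbium anti-His antibody; 0% = Mcl-1 plus Noxa peptide wells and 100% = peptide-only wells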
Target sequence (Q07820 whole entry, looked up): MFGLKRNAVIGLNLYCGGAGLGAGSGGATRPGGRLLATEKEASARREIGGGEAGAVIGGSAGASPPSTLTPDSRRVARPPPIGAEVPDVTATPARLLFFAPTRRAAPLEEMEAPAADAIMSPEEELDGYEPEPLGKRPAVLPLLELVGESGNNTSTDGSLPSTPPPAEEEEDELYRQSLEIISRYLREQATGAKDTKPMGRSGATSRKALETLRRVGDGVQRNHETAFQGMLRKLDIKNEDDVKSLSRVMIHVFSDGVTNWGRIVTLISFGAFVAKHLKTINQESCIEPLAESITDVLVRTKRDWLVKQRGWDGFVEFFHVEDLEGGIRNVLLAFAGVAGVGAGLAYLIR
HRas wt GTP bind = modulators of GTP binding to HRas wildtype, primary screen, biochemical, bead-based flow cytometry, multiplex. GTPase HRas (Homo sapiens), P01112. GST-Ras wt beads, Bodipy-FL-GTP binding; actives lie on both sides. 0.14% of 190,000 active. GTP binding activity, % at 10 µM;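 active = GTP binding activity at least 20% away from the 100% baseline, either lowered as inhibitor or raised as activator; inconclusive = flagged as likely green fluorescent, judged across all proteins in the well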;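 also: 0% = unlabeled GTP competition control and 100% = no-compound control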
Target sequence (P01112 whole entry, looked up): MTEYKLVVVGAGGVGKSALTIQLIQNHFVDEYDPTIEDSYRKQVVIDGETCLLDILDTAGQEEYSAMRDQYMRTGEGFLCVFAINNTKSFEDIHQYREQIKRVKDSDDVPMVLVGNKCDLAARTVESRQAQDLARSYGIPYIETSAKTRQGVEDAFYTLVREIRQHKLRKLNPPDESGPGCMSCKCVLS
Cdc42 wt GTP = modulators of GTP binding to wildtype Cdc42, primary screen, biochemical, multiplex bead flow cytometry, Bodipy-GTP | Cell division control protein 42 homolog (Homo sapiens), P60953 | GST-Cdc42 beads; actives lie on both sides | percent activity (GTP binding), % at 10 µM | 0.2% of 190,000 active | AID 761, 2007;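 active = percent activity GTP binding at least 20 points away from the 100% baseline, either down as inhibitor or up as activator; inconclusive = compound flagged as likely green fluorescent from well-wide comparison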;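 also: median bead fluorescence of bound Bodipy-FL-GTP at 100 nM; 0% = excess unlabeled GTP control and 100% = no compound control; below 100% means less GTP binding so inhibitor and above means activator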
Target sequence (P60953 whole entry, looked up): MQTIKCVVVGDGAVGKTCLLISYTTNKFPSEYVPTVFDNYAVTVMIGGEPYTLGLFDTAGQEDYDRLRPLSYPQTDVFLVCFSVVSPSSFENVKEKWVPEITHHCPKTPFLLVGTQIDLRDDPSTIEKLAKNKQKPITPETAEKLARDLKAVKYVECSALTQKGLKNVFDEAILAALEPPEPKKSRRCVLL
Mcl1 Bid PPI = Mcl-1/Bid binding inhibitors, primary screen, biochemical, TR-FRET, 1536-well; Induced myeloid leukemia cell differentiation protein Mcl-1 (Homo sapiens), Q07820; TR-FRET Mcl-1/Bid-Dy647 peptide binding; inhibition, % at 21.7 µM; 0.97% of 220,000 active; AID 1021, 2008;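 active = compounds that cut the binding signal by more than half at the single screening dose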;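 also: His-tagged Mcl-1 with europium anti-His antibody binding Bid BH3 peptide; 0% = Mcl-1 plus peptide wells and 100% = peptide-only wells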
Rac1 wt GTP bind = wildtype Rac1 GTP binding modulators, primary screen, biochemical, GST-Rac1 beads, flow cytometry, multiplex | Ras-related C3 botulinum toxin substrate 1 (Homo sapiens), P63000 | fluorescent GTP binding; actives lie on both sides; 0 = cold GTP competed, 100 = untreated | GTP binding activity (% of control), % at 10 µM | 0.27% of 190,000 active;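 active = GTP binding activity at least 20 points away from the 100% control level, either lower or higher; inconclusive = compound flagged as likely green fluorescent, judged across all proteins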
Active calls of the source: *; ? = inconclusive; . = not tested or not shown. Outcome played no part in choosing rows; 3% or so of the library scored in one or more.

SMILES	Avidin fluor	Rab2A wt mod	Rac1 mut GTP	GSH bead fluor	Rab7 wt modul	Pf gamet viab	Mcl1 Noxa PPI	HRas wt GTP bind	Cdc42 wt GTP	Mcl1 Bid PPI	Rac1 wt GTP bind
Cc1cccc2c1N(C(=O)c1ccco1)C(C)(C)c1ssc(=S)c1-2	9	97	96	26	96	16	.	98	98	-35	95
O=C(CN(c1ccccc1)S(=O)(=O)c1ccccc1)N1CCOCC1	12	96	97	21	97	.	-2	96	99	-5	97
Cn1c(-c2ccccc2)cnc1SCC(=O)N1CCCc2ccccc21	16	95	101	7	102	-2	21	98	102	-32	105
CC(C)(C)N1CC2([N+](=O)[O-])CN(C(C)(C)C)CC([N+](=O)[O-])(C1)C2	9	99	99	12	99	-1	15	100	102	-19	101
O=C(COc1ccc(-n2cnnn2)cc1)NCCc1ccc(F)cc1	15	97	97	7	98	-18	7	99	99	-25	98
Cc1cccc(C(=O)NC(C(=O)Nc2nc(-c3ccccn3)cs2)C(C)C)c1 (stereo not given)	8	101	98	16	102	18	-56	100	98	-44	100
CC(=O)c1ccc(NC(=S)N2CCCCCC2)cc1	11	98	96	9	99	7	0	99	99	-27	98
Cc1[nH]c2ccccc2c1CCNC(=O)CCC(=O)c1ccccc1	12	99	99	21	98	1	-5	97	99	-42	103
Cc1nc2ccc3[nH]snc3c2n1	8	102	98	11	100	-40	0	99	101	-27	103
O=C(OCC1CCCN2CCCCC12)c1ccc2c(c1)OCO2 (stereo not given)	11	97	95	25	98	.	6	99	97	-1	102
O=C(CCn1nc(-c2ccccc2)ccc1=O)NCCCN1CCCCCC1	29	94	95	15	95	4	22	98	99	-9	96
Cc1ccccc1Nc1nnc(SCC(=O)NC(=O)Nc2ccc3c(c2)OCCO3)s1	13	91	90	4	93	.	15	93	95	-53	93
Cc1ccc(-n2c(-c3ccccc3)cc(=O)nc2C)cc1	17	97	94	9	100	.	1	101	98	-13	98
CN(C)/C=N/c1c(C#N)nnn1Cc1ccccc1	30	99	100	14	100	8	-3	102	106	-47	103
CC(=O)Cc1nsc(NC(=O)c2cc(-c3ccc(Cl)c(Cl)c3)oc2C)n1	7	97	95	8	101	-18	-21	100	98	5	101
Cc1ccc(S(=O)(=O)N2CCOCC2)cc1NC(=O)CSc1nnc2cc(C)c3ccccc3n12	23	93	96	7	97	-1	-8	94	96	-27	89
COc1ccc(C2CC(c3cccs3)=NN2C(=O)CN2CCCCC2)cc1 (stereo not given)	9	97	97	11	107	4	0	97	95	-32	97
COc1ccc(/C(N)=N/OC(=O)N2CCOCC2)cc1	12	100	96	10	103	0	-8	100	98	-18	101
CC(=O)c1ccc(OC(=O)C2c3ccccc3Oc3ccccc32)cc1	13	97	100	9	94	.	7	99	100	-5	102
Cc1ccccc1N(CC(=O)NC1CCCC1)C(=O)CS(=O)CC(=O)Nc1ccc2c(c1)OCO2 (stereo not given)	7	100	100	5	101	-23	9	102	102	-11	108
O=C(CCN1CCN(C(c2ccccc2)c2ccccc2)CC1)N/N=C/c1ccc(O)cc1O	9	98	97	12	97	-7	-31	98	103	-89	100
CCCn1c(SCC(=O)N2CCN(c3ccc(OC)cc3)CC2)nc2c1c(=O)n(C)c(=O)n2C	24	98	95	11	100	-37	24	99	101	-115	97
COc1ccc2[nH]c(=O)c(CN(C)C(=O)c3ccncc3)cc2c1	33	98	98	16	97	7	-10	100	101	10	100
Cc1nn(C)c(Cl)c1C(N)=O	8	98	96	15	101	.	-6	98	94	-13	98
CCCC(c1nnnn1Cc1ccc(OC)cc1)N1CCN(c2ccccc2OC)CC1 (stereo not given)	16	95	102	22	95	.	18	97	101	2	106
O=C(O)CCNC(=O)c1ccc(Br)o1	17	100	99	8	99	-15	5	98	99	-3	96
CCN(Cc1ccncc1)C(=O)CCc1nnc(CCc2ccc(OC)cc2)o1	13	97	96	8	96	.	-11	96	98	6	98
COc1ccc(CC(=O)N2CCCC(CNC(=O)c3ccccc3Cl)C2)cc1 (stereo not given)	8	98	96	12	98	-4	9	98	94	-33	97
COCCNC(=O)Cc1cn(C)c2ccccc12	13	100	97	19	100	4	8	100	101	-22	99
Cn1nc(C(=O)OCC(=O)c2ccc[nH]2)c2ccccc2c1=O	17	94	95	71	102	-13	11	94	98	7	100
N#Cc1cc2c(nc1SCc1ccccc1)CCCCC2	16	102	100	24	101	3	-6	98	99	0	98
O=C(CN1C(=O)CCS(=O)(=O)c2ccccc21)Nc1cccc(F)c1	35	99	99	13	97	.	-23	99	98	-8	101
O=C(CCC(=O)Nc1ccccc1)N/N=C/C=C/c1ccccc1	3	99	100	11	99	-2	19	100	101	-24	105
Cc1c(NC(=O)c2ccc(=O)oc2)c(=O)n(-c2ccccc2)n1C	11	98	98	36	100	.	12	99	99	-18	102
C=CCNC(=O)C1(c2ccccc2)CC1(Cl)Cl (stereo not given)	14	103	101	7	105	-18	20	104	103	-24	106
CCOc1ccc(NC(=O)Nc2cccnc2)cc1	6	102	97	14	106	-8	1	101	101	-46	100
CC(=O)c1ccc(NCC(=O)N2CCN(c3ccccc3)CC2)cc1	10	98	96	43	99	21	48	99	96	8	102
CCN(CC)C(=O)c1cnn(-c2ccccc2)c1NC(=O)c1cccs1	5	100	101	28	103	.	-12	104	100	-5	108
CC1(CC(=O)N/N=C/c2cc(Br)c(O)cc2O)OCCO1	12	97	92	32	98	.	0	99	97	-91	95
COC(=O)c1cc(S(=O)(=O)n2nc(C)c(Br)c2C)c(Cl)cc1Cl	5	101	98	14	96	.	2	99	98	-4	105
C=CCN(Cc1cc(OC)ccc1OC)S(=O)(=O)N(C)C	18	?	?	23	?	-16	15	?	?	-16	?
COc1cc2[nH]c(=O)n(CCCCCC(=O)NCCCN3CCC(C)CC3)c(=O)c2cc1OC	6	94	100	11	96	8	-2	98	99	-17	98
O=C(Nc1cccc(NC(=S)NC(=O)c2cccs2)c1)c1ccccc1	12	99	97	27	100	6	-6	98	102	-3	103
COc1ccc(C(=O)N/C(=C\c2ccc3c(c2)OCO3)C(=O)Nc2cccc(C(=O)O)c2)cc1	7	98	94	70	107	-1	5	101	96	1	99
CC1=CC2=NC(=O)/C(=C\c3cccn3CCOc3cccc(C)c3)C(=N)N2O1	3	99	99	7	99	-32	11	100	103	-10	97
COc1ccc(-c2nc(-c3ccccc3)ncc2S(C)(=O)=O)cc1	9	97	97	13	102	.	5	97	96	-34	99
CCCOc1ccc(/C(O)=C2/C(=O)C(=O)N(CCOC)C2c2cccnc2)cc1 (stereo not given)	12	98	97	31	99	.	4	99	98	12	103
Cc1ccc2c(c1)C1CN(C)CCC1N2C(=S)Nc1ccc(OC(F)F)cc1 (stereo not given)	13	98	98	13	102	25	0	99	95	-15	99
N#C/C(=C\c1ccc(OC(=O)c2ccc(Cl)s2)cc1)c1nc2ccccc2[nH]1	3	100	101	4	102	-14	19	102	100	-10	102
O=C(CN(Cc1ccco1)C(=O)CNS(=O)(=O)c1ccc(F)cc1)NCCc1ccccc1	8	101	98	34	100	10	13	99	100	-12	98
O=C(O)CC(SCC(=O)Nc1ccc(S(=O)(=O)N2CCCC2)cc1)C(=O)O (stereo not given)	12	95	93	23	101	11	20	94	97	-11	95
CCOC(=O)N1CCN(C(=O)CC(=O)Nc2ccc3nc4n(c(=O)c3c2)CCCCC4)CC1	5	95	95	13	93	.	-2	96	95	8	95
CCOC(=O)C1=C(C)Nc2ccccc2N=C1NC(=O)C(CC)c1ccccc1 (stereo not given)	10	101	100	10	101	3	11	100	103	4	103
COc1cccc(-c2cc(C(=O)Nc3c(C)n(C)n(-c4ccccc4)c3=O)no2)c1	4	102	101	9	99	15	3	101	102	-14	108
CCOc1ccc(CNC(=S)NCc2ccc(OCC)cc2)cc1	11	97	97	10	97	.	15	98	99	-23	101
O=C(CCN1C(=O)c2ccccc2C1=O)OCn1nnc2ccccc2c1=O	14	?	?	22	?	.	6	?	?	-15	?
CC(C)(C)OC(=O)N1CCC(c2c(C(=O)O)cnn2-c2ccccc2Cl)CC1	13	99	101	34	94	14	-8	99	99	-56	105
Cc1ccc(N/C(SCc2ccccc2C)=C(/C#N)C(=O)NCc2ccco2)cc1C	21	99	96	22	100	16	-10	102	97	-25	105
NS(=O)(=O)c1ccc(CNC(=O)Cc2ccccc2F)cc1	12	93	95	13	95	-26	9	95	94	-4	95
O=C(Oc1ccccc1C(=O)Oc1ccccc1)c1cccnc1	10	96	96	20	96	-6	-1	95	98	-1	100
(next part)
SMILES	Avidin fluor	Rab2A wt mod	Rac1 mut GTP	GSH bead fluor	Rab7 wt modul	Pf gamet viab	Mcl1 Noxa PPI	HRas wt GTP bind	Cdc42 wt GTP	Mcl1 Bid PPI	Rac1 wt GTP bind
COc1ccc(-c2nnc(NC(=O)c3cc(C)on3)s2)cc1	11	99	101	33	95	.	25	100	101	5	109
COc1ccc(C2NC(c3ccc(OC)cc3)C(c3ccccc3)C(=O)C2c2ccccc2)cc1 (stereo not given)	14	99	97	7	103	4	-3	97	99	-8	101
O=c1c(C(c2ccccc2)c2c(O)sc3ccccc3c2=O)c(O)sc2ccccc12	13	99	92	34	99	.	53*	98	98	71*	99
Cc1ccc(N(CC(=O)Nc2c(C)n(C)n(-c3ccccc3)c2=O)S(C)(=O)=O)cc1C	4	98	99	18	99	20	7	103	105	-3	108
O=S(=O)(NCCSc1ccccn1)c1ccc(Br)cc1	13	91	90	11	98	-4	6	92	89	-34	91
Cc1ccc(S(=O)(=O)CCc2nnc(NC(=O)c3cccs3)s2)cc1	21	100	100	10	101	4	-66	101	103	-1	103
COCC(=O)Nc1cc(=O)n(C)c(=O)n1C	8	100	100	22	99	.	14	101	102	-23	105
Cc1ccc(C(=O)NCc2ccco2)cc1S(=O)(=O)N1CCCCC1	13	95	94	35	98	-29	24	98	94	-5	95
